# High-throughput results (PubChem)
# WRN helicase inh = qHTS for Inhibitors of WRN Helicase | WRN helicase unwinding, fluorescent forked duplex, kinetic | Bifunctional 3'-5' exonuclease/ATP-dependent helicase WRN (Homo sapiens), Q14191 | hit rate 0.46% among 360,000 | Potency, µM (titrated, usually from 114 µM), without a hit: at the top dose activity change, negative = inhibition, usual class: inhibitors | AID 651768, 2012; also: potency is read from the fitted curve at half-maximal effect; % is scaled to controls: 0 for no effect and ±100 for the full control effect; nearly all actives have a fitted effect of over 55% in size
#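 Screening of the MLSMR collection measured strand separation of a quenched forked DNA duplex (100 nM) by 20 nM WRN with 2 mM ATP, all final. Compounds were preincubated with enzyme 15 min at room temperature.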
# CCT chaperon mod = High-Throughput Screening for Modulators of Cytosolic Chaperonin Activity | hit rate 0.3% among 360,000 | purified chaperonin ATPase assay, HTRF ADP detection, 30 min | AID 651819, 2012 | activity change, % (concentration not given with the values), hits read low; in the data active = activity change below about -30%; also: % is scaled to controls: 0 for no effect and ±100 for the full control effect
#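 TRiC (40 or 20 nM final, by batch activity) in 30 mM Tris pH 7.4, 100 mM KCl, 5 mM MgCl2, 1 mM DTT was treated with compound at 76 uM single dose, then 10 uM ATP, 30 min at 37 °C. ADP was read by HTRF Transcreener.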
# EPAC2 antagonist = qHTS for Antagonist of cAMP-regulated guanine nucleotide exchange factor 2 (EPAC2): primary screen; Potency, µM (series often up to 114 µM), inactives show top-dose activity, negative = inhibition, hits mostly inhibitors; hit rate 0.18% among 360,000; EPAC2 GEF exchange of Rap1B-BODIPY-GDP, fluorescence; also: potency is read from the fitted curve at half-maximal effect; % is scaled to controls: 0 for no effect and ±100 for the full control effect; nearly all actives have a fitted effect of over 45% in size; many of its hits are not listed in these tables
# Target sequence (Q8WZA2 whole entry, looked up): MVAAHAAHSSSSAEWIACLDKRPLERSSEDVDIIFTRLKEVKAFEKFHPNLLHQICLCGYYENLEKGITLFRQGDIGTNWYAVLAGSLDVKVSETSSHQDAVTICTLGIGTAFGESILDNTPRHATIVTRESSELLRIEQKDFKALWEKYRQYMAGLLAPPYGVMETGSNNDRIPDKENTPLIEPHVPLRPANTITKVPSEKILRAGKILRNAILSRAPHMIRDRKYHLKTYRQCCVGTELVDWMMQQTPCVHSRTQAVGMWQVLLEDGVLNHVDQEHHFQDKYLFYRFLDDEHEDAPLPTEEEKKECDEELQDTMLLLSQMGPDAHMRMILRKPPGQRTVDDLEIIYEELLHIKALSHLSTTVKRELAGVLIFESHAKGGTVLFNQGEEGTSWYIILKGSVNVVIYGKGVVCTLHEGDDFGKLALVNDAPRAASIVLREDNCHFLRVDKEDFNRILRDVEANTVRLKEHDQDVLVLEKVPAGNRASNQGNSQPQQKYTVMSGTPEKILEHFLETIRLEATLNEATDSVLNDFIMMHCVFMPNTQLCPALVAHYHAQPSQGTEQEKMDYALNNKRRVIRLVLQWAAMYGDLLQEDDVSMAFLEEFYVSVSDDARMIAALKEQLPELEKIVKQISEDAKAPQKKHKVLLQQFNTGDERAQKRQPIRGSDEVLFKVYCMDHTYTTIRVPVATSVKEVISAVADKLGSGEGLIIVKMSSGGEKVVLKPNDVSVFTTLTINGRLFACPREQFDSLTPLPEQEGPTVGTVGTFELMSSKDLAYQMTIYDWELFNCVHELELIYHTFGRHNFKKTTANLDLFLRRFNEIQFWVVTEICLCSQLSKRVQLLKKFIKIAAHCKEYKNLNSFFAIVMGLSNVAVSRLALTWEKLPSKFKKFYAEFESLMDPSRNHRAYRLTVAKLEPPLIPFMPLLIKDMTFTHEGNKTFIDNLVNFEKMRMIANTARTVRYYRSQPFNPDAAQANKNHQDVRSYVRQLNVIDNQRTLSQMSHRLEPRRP
# Mm-Cpn inhibitor = Inhibitors of TCP-1 ring complex (TRiC) of Methanococcus maripaludis (MmCpn): qHTS. purified Mm-Cpn ATPase, ADP Transcreener TR-FRET. Potency, µM (titrated, usually from 76.9 µM), for inactives: at the highest dose activity, negative = inhibition, hits mostly inhibitors. hit rate 0.031% among 330,000; also: potency is read from the fitted curve at half-maximal effect; % is scaled to controls: 0 for no effect and ±100 for the full control effect; nearly all actives have a fitted effect of over 80% in size
#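 ATPase turnover read by TR-FRET ADP competition (Eu cryptate antibody/ADP-d2, 665/590 nm): 10uM ATP final, 25nM Mm-CPN final, 30 min 37degC after 10-min compound preincubation, pH 7.4 Tris/KCl/MgCl2/DTT buffer.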
# PLK1 PBD block = qHTS for Inhibitors of PLK1-PDB (polo-like kinase 1 - polo-box domain): Primary Screen | hit rate 2.8% among 360,000 | Serine/threonine-protein kinase PLK1 (Homo sapiens), P53350 | Potency, µM, inactives show max response, negative = inhibition, usual class: inhibitors | AID 720504, 2013 | Plk1 PBD binding of FITC phosphopeptide, fluorescence polarization; also: potency is read from the fitted curve at half-maximal effect; series mostly up to about 57 µM; % is scaled to controls: 0 for no effect and ±100 for the full control effect; nearly all actives have a fitted effect of over 65% in size
# EPAC1 agonist = qHTS for Agonist of cAMP-regulated guanine nucleotide exchange factor 3 (EPAC1): primary screen. Rap guanine nucleotide exchange factor 3 (Homo sapiens), O95398. EPAC1 agonist qHTS, biochemical assay; response scale: 100% = response to 6.5 mM cAMP. Potency, µM (highest dose often 154 µM), inactives show top-dose activation, hits mostly activators. hit rate 0.073% among 360,000. AID 720707, 2013; also: potency is read from the fitted curve at half-maximal effect; nearly all actives have a fitted effect of over 60% in size
#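 Normalized to 6.5 mM cAMP, activity reflects EPAC1-catalysed release of BODIPY-GDP from Rap1B, followed kinetically over 30 min at 480 nm excitation, 540 nm emission. Reaction contained 100 nM EPAC1, 250 nM Rap1B-BODIPY-GDP, 50 uM GDP.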
# PI5P4Ka inh = qHTS for Inhibitors of phosphatidylinositol 5-phosphate 4-kinase (PI5P4K) | Phosphatidylinositol 5-phosphate 4-kinase type-2 alpha (Homo sapiens), P48426 | max response, % | hit rate 1.2% among 330,000 | PI5P4Kalpha enzyme, ADP-Glo luminescence, 60 min; stronger effect = lower value | AID 652105, 2013; active = max response of -50% or lower; inconclusive = between -30% and -50%; inactive = -30% or higher; also: value at the top dose of about 77 µM; % is scaled to controls: 0 for no effect and ±100 for the full control effect
#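 qHTS, 1536-well: enzyme/substrate mix, compound by pin tool, 5 microM ATP final; RT 60 min; ADP-Glo reagents 1 (45 min) then 2 (30 min); luminescence.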
# EPAC1 antagonist = qHTS for Antagonist of cAMP-regulated guanine nucleotide exchange factor 3 (EPAC1): primary screen; Potency, µM (series often up to 115 µM), inactives show top-dose activity change, negative = inhibition, actives largely listed as inhibitors; hit rate 0.14% among 360,000; EPAC1 GEF assay, Rap1b-BODIPY-GDP exchange fluorescence; Rap guanine nucleotide exchange factor 3 (Homo sapiens), O95398;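 also: potency is read from the fitted curve at half-maximal effect; plate controls were vehicle for no effect and positive control for full effect; nearly all actives have a fitted effect of over 50% in size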
# The depositor's hits bear a star; u = inconclusive; x = not tested or not shown; [ ] = remark or other dose. Unless noted, calls follow the shape of the dose curve; as a rule, active = well fitted curve in the direction sought with a large enough effect; inconclusive = small, poorly fitted or top-dose-only effect, or another doubt; inactive = no such curve, though single readings can be large; an effect the other way counts as inactive or inconclusive. A portion of the library; rates above refer to the full screens.
# Below each compound – WRN helicase inh, CCT chaperon mod, EPAC2 antagonist, Mm-Cpn inhibitor, PLK1 PBD block, EPAC1 agonist, PI5P4Ka inh, EPAC1 antagonist
COc1cc(/C=C(\C#N)C(=O)NCc2ccccc2)ccc1OCc1ccc(C(=O)O)cc1
→ -11%, -2.2, -12%, -2%, 19µM*, -7%, -17, -10%
COc1ccccc1N1CCN(C/C(O)=C(\C#N)c2nc(-c3ccccc3)cs2)CC1
→ -19%, -1.9, -2%, 0%, -15%, 5%, x, 9%
Cc1cn(CC(=O)NCCCN2CCCC2=O)c(=O)[nH]c1=O
→ 1%, -0.8, 9%, x, -12%, 1%, 7, 1%
CCOc1ccc(CN2CCN(CC(O)Cn3c4ccccc4c4ccccc43)CC2)cc1 (configuration not stated)
→ -7%[57.1 µM], -0.4, -1%, -1%, 3%, 6%, -1, -2%
O=Cc1ccc(-c2ccc(C(=O)O)cc2)o1
→ -12%, 0.2, -1%, -2%, u, 2%, -18, 13%
COc1ccccc1NS(=O)(=O)c1ccc(C(=O)N2CCCC(C)C2)cc1 (configuration not stated)
→ -2%, -0.6, -2%, 0%, -6%, 3%, 6, -2%
O=C(c1ccc2c(=O)n3c(nc2c1)CCCCC3)N1CCc2ccccc21
→ -5%, 2.6, -9%, -3%, 0%, 13%, 7, 1%
COc1ccc(CCn2c(SCCN3CCCCC3)nc3ccccc3c2=O)cc1OC
→ 0%, 0.2, -7%, -1%, 3%, 8%, 1, 4%
COc1ccc(NC(=O)CCCNC(=O)Cn2cnc3sc(C)c(C)c3c2=O)c(OC)c1
→ -9%, 0.1, -8%, -1%, -4%, 4%, 2, -1%
CN(C)CCSc1nc(-c2ccccc2)nc2c1COC(C)(C)C2
→ -2%, -3.6, -2%, -1%, -7%, 1%, x, -4%
CN1c2ccccc2C(C)(C)C12CCCC(=O)N2 (configuration not stated)
→ -9%, 0.0, -12%, 2%, -13%, 3%, 0, -9%
COc1ccc(-n2c(CN3CCC(C(N)=O)CC3)nc3ccc([N+](=O)[O-])cc3c2=O)c(OC)c1
→ -2%, -2.2, -9%, 1%, -9%, -14%, 2, -2%
CCN(Cc1ccccc1)C(=O)Cn1cc(S(=O)(=O)NC)c(S(=O)(=O)NC)c1
→ 2%, -0.2, 4%, 2%, -11%, 7%, 1, 7%
COc1ccc(Cc2nnc(SCc3c(C)noc3C)n2C2CCCCC2)cc1OC
→ -9%, 3.0, -4%, 1%, -6%, 1%, 7, -10%
COc1ccc(S(=O)(=O)N2CCCCC2)cc1NC(=O)Cn1cnc2c1c(=O)n(C)c(=O)n2C
→ -13%, -3.4, -1%, 2%, 4%, 7%, -4, 0%
CN(Cc1cccc(F)c1)C(=O)c1ccc(S(=O)(=O)N2CCOCC2)cc1
→ 5%, 2.3, 4%, -4%, -13%, -1%, 2, -11%
O=C(O)c1ccc2c(c1)S(=O)(=O)c1cc(Cl)ccc1C2=O
→ 5%, -1.0, -2%, 1%, -7%, -20%, -52*, -22%
CN(CC(=O)Nc1ccc(F)cc1)C(=O)CSc1nnc(Cc2ccccc2)o1
→ 4%, -1.4, -4%, 1%, 2%, 3%, 3, 6%
COc1ccccc1NC(=O)c1cccc(N2C(=O)C3C4C=CC(C4)C3C2=O)c1 (configuration not stated)
→ 0%, -18, -8%, 1%, -22%, -4%, 0, u
CCOc1cccc(NC(=O)/C(C#N)=C/c2cccnc2)c1
→ -6%, -3.0, 2%, 0%, u, 4%, -2, 5%

# Compound profiles, from the list above. Order of values: WRN helicase inh | CCT chaperon mod | EPAC2 antagonist | Mm-Cpn inhibitor | PLK1 PBD block | EPAC1 agonist | PI5P4Ka inh | EPAC1 antagonist
# `COc1cc(/C=C(\C#N)C(=O)NCc2ccccc2)ccc1OCc1ccc(C(=O)O)cc1` is listed with -11% | -2.2 | -12% | -2% | 19µM* | -7% | -17 | -10%
# `CCOc1cccc(NC(=O)/C(C#N)=C/c2cccnc2)c1` is listed with -6% | -3.0 | 2% | 0% | u | 4% | -2 | 5%
# `COc1ccc(NC(=O)CCCNC(=O)Cn2cnc3sc(C)c(C)c3c2=O)c(OC)c1` is listed with -9% | 0.1 | -8% | -1% | -4% | 4% | 2 | -1%
# `CCOc1ccc(CN2CCN(CC(O)Cn3c4ccccc4c4ccccc43)CC2)cc1` (configuration not stated) is listed with -7%[57.1 µM] | -0.4 | -1% | -1% | 3% | 6% | -1 | -2%
# `Cc1cn(CC(=O)NCCCN2CCCC2=O)c(=O)[nH]c1=O` is listed with 1% | -0.8 | 9% | x | -12% | 1% | 7 | 1%

# Later entries:
# Below each compound – WRN helicase inh, CCT chaperon mod, EPAC2 antagonist, Mm-Cpn inhibitor, PLK1 PBD block, EPAC1 agonist, PI5P4Ka inh, EPAC1 antagonist
C=CCn1c(SCc2nc3ccccc3[nH]2)nnc1-c1ccccn1
→ 6%, -0.7, 3%, 1%, -7%, 6%, 1, 7%
CCCCCCCCCCCCN1[C@@H](CC(=O)OC)c2cc(F)ccc2S1(=O)=O
→ -4%, 2.3, 0%, x, 5%, -17%, 17, -3%
O=C(CCc1nnc(Cc2c[nH]c3ccccc23)o1)NC1CCCC1
→ 21%, 1.3, -1%, -1%, -14%, -5%, -5, -15%
CCOC(=O)/C(C#N)=C/c1cccc(F)c1
→ -2%, -2.2, 7%, -2%, -10%, 13%, -10, 0%
COc1cc(C2N(c3ccc(F)cc3)C(=O)C3CCCN32)cc(OC)c1OC (configuration not stated)
→ -5%, -3.8, 3%, -1%, -3%, -1%, -1, -9%
CC(C)C(=O)OC1CCS(=O)(=O)c2sccc21 (configuration not stated)
→ 5%, 2.1, 21%, 2%, -5%, -6%, -9, 2%
COc1cc(/C=c2/sc3nc(-c4ccccc4)c(-c4ccccc4)n3c2=O)cc(OC)c1OC
→ -24%, 1.4, 1%, -1%, 1%, -4%, 7, -3%
CC(NC(=O)C1CCCN1S(=O)(=O)c1ccc2c(c1)n(C)c(=O)c(=O)n2C)c1ccccc1 (configuration not stated)
→ 1%, 0.3, -3%, -2%, -14%, 6%, -1, -27%
COc1ccc(/C=C/C(=O)Nc2cccnc2)cc1OC
→ 2%[57.1 µM], -1.2, -7%, -2%, -13%, -1%, -5, -5%
O=C(/C=C/c1ccco1)NC(=S)Nc1ccccc1N1CCOCC1
→ -10%, -1.8, -4%, -1%, -8%, 0%, x, u
OC12CCCCC1C(c1ccc3c(c1)OCO3)N(Cc1cccc(F)c1)CC2 (configuration not stated)
→ -12%, 0.9, -34%, -3%, -1%, 2%, -1, -22%
Cc1nc2ccccc2cc1C(=O)Nc1ccccc1Cl
→ 7%, 0.8, 4%, 1%, -3%, -2%, -4, 5%
COc1ccc(-c2nc(CS(=O)CC(=O)NC3CCCC3)c(C)o2)cc1 (configuration not stated)
→ 6%, -1.5, 0%, 1%, 27µM*, -8%, -8, -22%
COc1ccc(O)c(C(=O)c2coc(=N)c(C(=O)Nc3ccc(SC(F)F)cc3)c2)c1
→ -9%, 0.5, 8%, -7%, 33%[activator], 1%, -23, -7%
C=CCn1c(SCC(=O)NCC2CCCO2)nnc1C1CCCCC1 (configuration not stated)
→ 3%, -2.8, 11%, -1%, -2%, -3%, -4, 11%
COc1cccc(NC(=O)CN(C)S(=O)(=O)c2ccc3c(c2)CCC(=O)N3)c1
→ -6%, -1.6, 5%, 2%, -8%, -5%, 2, -2%
O=c1c2[nH]c3ccccc3c2ncn1C1CCCCC1
→ -8%, -3.5, -2%, -1%, -8%, 2%, 0, -14%
COc1ccc(-c2cc(-c3ccc(C)cc3)n[nH]2)c(O)c1
→ -9%, -1.4, -4%, 0%, 3%, -3%, 13, -1%
CCOC(=O)c1ccccc1NC(=O)CSc1ccc(-c2cccnc2)nn1
→ 1%, 0.4, -3%, 1%, 0%, 1%, 2, -13%
Cn1cc(Br)c(C(=O)n2cc(Br)cn2)n1
→ 5%, 0.8, -1%, -2%, 17µM*, 8%, -20, 12%
NS(=O)(=O)c1ccc(CNC(=S)Nc2ccc(F)c(Cl)c2)cc1
→ -5%, -0.7, 2%, 1%, -11%, 4%, -4, -13%
O=C(Nc1ccc(CN2CCOCC2)cc1)c1ccc2ccccc2c1
→ 6%, -0.3, -1%, 0%, 1%, -6%, 2, 4%
O=C(O)c1ccc(COCC(F)(F)C(F)F)o1
→ -13%[57.1 µM], 0.3, 4%, 0%, -11%, 1%, -4, 18%
O=C(CCCCC(=O)NCCc1ccccc1)NCCc1ccccc1
→ -4%, -1.9, 12%, 0%, 8%, 0%, -6, -12%
C[n+]1c(-c2ccccc2)cc2c(=Cc3ccc([N+](=O)[O-])cc3)c3ccccc3n21
→ u, -0.6, 0%, x, 2.1µM*, 12%, u, -1%
CNC(=S)N(CCc1c(C)[nH]c2ccccc12)Cc1ccco1
→ -7%, 1.2, -19%, 1%, 0%, 6%, -4, -4%
CC(C)c1ccc2oc(-c3cc(N)ccc3O)nc2c1
→ -19%, -2.7, 3%[57.1 µM], -2%, -4%, 10%, 21, -1%
N#Cc1cc2ccccc2n2nnnc12
→ -4%, -0.9, -5%, 3%, 0%, 2%, -3, -3%
CC(C)=CC(=O)Nc1ccc2c(c1)OCO2
→ -5%, -0.1, -1%, x, -5%, 4%, x, 9%
CC(C)CCNC(=O)C1CCCN1C(=O)NC1CCCCC1 (configuration not stated)
→ 13%, 0.1, 5%, -4%, -8%, 1%, 0, 1%
c1coc(CN2CCN(C(c3cccs3)c3nnnn3C3CCCC3)CC2)c1 (configuration not stated)
→ -3%, -2.0, -8%, 1%, u, 4%, 0, -17%
Cc1cc(N2CCOCC2)nc(-c2ccc(Br)cc2)n1
→ 0%, -1.4, 0%, 0%, -2%, 2%, -2, -8%
